# Source: PubChem BioAssay (several laboratories)
# Yeast superoxide = reduction of superoxide in aged yeast, primary screen, HTS. AID 2690, 2010. superoxide response (% of plate mean), % at 10 µM. S. cerevisiae aged cells, superoxide DHE fluorescence; stronger effect = lower value. hit rate 0.18% among 330,000;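 active = superoxide response under a set limit, about three screen SD below normal, cut at about 65% in these data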;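 also: yeast aged for seven days with compound at 30 °C before DHE staining; 100% = average MFI of all compound-treated wells on the plate with controls excluded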
# VLA-4 inh = inhibition in human VLA-4 binding assay, primary screen, VLA-4 allosteric modulator project, MLPCN library, flow cytometry, VLA-4 expressing cells. Integrin alpha-4 (Homo sapiens), P13612. ligand binding flow cytometry. inhibition, % (about 7 µM as worked out from the volumes in the protocol). hit rate 0.2% among 330,000. AID 2557, 2010; in the data active = inhibition above about 50%
# GRK2 inh = compounds blocking aptamer binding on GRK2 – biochemical, human GRK2, bead flow cytometry, HTS, primary screen; FAM-aptamer displacement from GRK2; Beta-adrenergic receptor kinase 1 (Homo sapiens), P25098; inhibition of aptamer binding, % at 10 µM; hit rate 0.59% among 330,000;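 active = inhibition of aptamer binding above 40%, roughly 3 SD of noise, on plates passing a quality check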;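 also: median bead fluorescence of bound FAM aptamer so fluorescent compounds give negative values; no value below 0 was filed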
# Target sequence (P25098 whole entry, looked up): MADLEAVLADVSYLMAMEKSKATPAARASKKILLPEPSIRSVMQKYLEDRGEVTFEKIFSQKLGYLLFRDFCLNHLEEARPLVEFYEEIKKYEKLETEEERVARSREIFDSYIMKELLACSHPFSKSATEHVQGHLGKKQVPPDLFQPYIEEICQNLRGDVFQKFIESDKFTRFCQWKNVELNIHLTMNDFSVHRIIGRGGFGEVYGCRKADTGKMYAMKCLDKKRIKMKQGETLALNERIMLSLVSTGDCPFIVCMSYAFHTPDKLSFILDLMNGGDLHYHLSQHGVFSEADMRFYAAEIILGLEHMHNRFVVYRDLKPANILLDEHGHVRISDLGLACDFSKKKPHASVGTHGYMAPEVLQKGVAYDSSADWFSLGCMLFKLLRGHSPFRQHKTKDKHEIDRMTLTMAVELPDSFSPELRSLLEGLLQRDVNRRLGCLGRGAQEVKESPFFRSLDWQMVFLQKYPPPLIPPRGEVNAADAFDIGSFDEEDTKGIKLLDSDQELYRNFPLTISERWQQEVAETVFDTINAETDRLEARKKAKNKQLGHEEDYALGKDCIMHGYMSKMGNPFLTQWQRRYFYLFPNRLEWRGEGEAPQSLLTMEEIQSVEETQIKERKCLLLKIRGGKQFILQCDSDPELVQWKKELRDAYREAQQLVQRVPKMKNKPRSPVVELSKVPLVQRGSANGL
# MEX-5 binding = MEX-5 zinc finger RNA-binding disruptors – biochemical, C. elegans, fluorescence polarization, MLPCN library, primary screen; MEX-5/FITC-TCR2 RNA binding; stronger effect = lower value; hit rate 0.38% among 300,000; activity score (negative = inhibition of binding), % at 10 µM; Zinc finger protein mex-5 (Caenorhabditis elegans), Q9XUB2;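 active = inhibition past about -25% in most replicates, and total fluorescence under double the plate's negative control median, limit read from the data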;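 also: 0% = DMSO and -100% = 5 µM competing unlabeled TCR2 RNA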
# MCL1-BIM inh = inhibitors of MCL1 binding to BIM-BH3, primary screen, biochemical, fluorescence polarization. Induced myeloid leukemia cell differentiation protein Mcl-1 (Homo sapiens), Q07820. GST-MCL1 / FITC-Bim-BH3 fluorescence polarization. inhibition, % at 10.9 µM. hit rate 0.68% among 320,000. AID 2057, 2009;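 active = inhibition above the mean inhibition of all tested compounds plus 3 SD, set per campaign, cut at about 40% in these data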;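 also: 0% = DMSO wells and 100% = unlabeled Bim-BH3 peptide control; higher means more loss of mP so more displacement of Bim peptide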
# GLD-1 TGE inh = GLD-1/TGE RNA complex disruptors, primary screen, biochemical, fluorescence polarization. purified GLD-1 + fluorescein TGE RNA. inhibition, % at 5.96 µM. hit rate 0.44% among 320,000. Female germline-specific tumor suppressor gld-1 (Caenorhabditis elegans), Q17339;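 active = percent inhibition above a per-plate cutoff, the plate mean of test compounds plus 3 SD, cut at about 30% in these data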;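 also: 0% = DMSO wells with GLD-1 and probe and 100% = wells lacking GLD-1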
# CIT2 TOR yeast = modulators of CIT2-GFP expression in yeast, primary screen, S. cerevisiae, GFP fusion, multiplex flow cytometry, MLPCN library; GFP response vs DMSO, % at 10 µM; S. cerevisiae CIT2-GFP strain, 3 h; 100 means same as DMSO wells; hit rate 0.065% among 320,000;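 active = GFP response relative to DMSO above a set limit, near the screen mean plus 3 SD, cut at about 150% in these data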;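 also: ratio of well median GFP fluorescence to mean of DMSO wells on the plate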
# AGP1 TOR yeast = modulators of AGP1-GFP expression in yeast TOR pathway, primary screen, cell-based, multiplex flow cytometry, S. cerevisiae, MLPCN library; 3 h; GFP as percent of DMSO wells; GFP response vs DMSO, % at 10 µM; hit rate 0.02% among 320,000;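 active = GFP response relative to DMSO above a set limit, near screen average plus 3 SD, cut at about 150% in these data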;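 also: median GFP channel fluorescence of the gated AGP1 strain per well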
# Bcl-xL primary = inhibitors of human Bcl-xL, primary screen, biochemical, fluorescence polarization, HTS; Bcl-2-like protein 1 (Homo sapiens), Q07817; GST-Bcl-xL / FITC-Bim BH3 peptide fluorescence polarization; inhibition, % at 10.9 µM; hit rate 0.7% among 320,000; AID 2129, 2009;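 active = inhibition above the mean of all tested compounds plus 3 SD, cutoff set per campaign, cut at about 30% in these data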;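 also: 0% = DMSO wells and 100% = unlabeled Bim-BH3 peptide competitor; inhibitors lower millipolarization by displacing the labeled peptide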
# Target sequence (Q07817 whole entry, looked up): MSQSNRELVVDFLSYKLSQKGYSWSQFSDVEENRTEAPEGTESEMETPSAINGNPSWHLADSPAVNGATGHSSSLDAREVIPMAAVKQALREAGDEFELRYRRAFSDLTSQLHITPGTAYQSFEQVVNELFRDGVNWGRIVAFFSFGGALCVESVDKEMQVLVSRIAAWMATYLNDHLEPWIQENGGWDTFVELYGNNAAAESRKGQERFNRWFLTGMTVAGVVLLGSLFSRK
# Starred values were filed as active, the others as inactive; nt = no result given; & = joins results of further samples.
SMILES,Yeast superoxide,VLA-4 inh,GRK2 inh,MEX-5 binding,MCL1-BIM inh,GLD-1 TGE inh,CIT2 TOR yeast,AGP1 TOR yeast,Bcl-xL primary
Cc1nonc1OCCCNc1ccc([N+](=O)[O-])cc1Cl,98.1,12.9,0.0,0.9,1.6,-2.4,82.5,91.2,9.4
CN(Cc1nccn1C)C(=O)c1cc(COc2cccc(C(F)(F)F)c2)on1,83.0,4.9,0.0,-0.3,2.5,0.2,100.0,108.9,-0.1
C=C(C)c1cccc(C(C)(C)NC(=O)N2CCC(C(N)=O)CC2)c1,93.8,0.1,1.0,-2.0,6.8,12.0,96.5,97.8,6.3
CSCCC(NC(=O)c1ccccc1)C(=O)OCC(=O)N(C)CCC#N (stereo not given),102.5,8.2,3.0,-1.4,2.2,9.5,102.2,105.2,4.5
CC(=O)c1c[nH]c(C(=O)NC2CCCCCC2)c1,96.9,-0.8,3.0,1.9,1.5,1.5,103.2,103.6,2.8
O=C(Cc1ccccc1[N+](=O)[O-])NNC(=O)c1ccncc1,103.1,9.1,0.0,nt,4.2,9.9,100.6,96.8,1.6
CCc1nnc(NC(=O)CC(=O)Nc2ccccc2C(=O)O)s1,92.5,-0.6,1.0,2.9,4.7,6.4,103.1,107.5,4.1
O=C(NCCC1CCCCN1S(=O)(=O)c1ccc(F)cc1)C(=O)NCc1ccccn1 (stereo not given),101.1,-1.2,0.0,-0.7,-7.4,5.4,99.8,108.7,-1.4
Cc1cc(C(=O)NC(C)c2ccncc2)cs1 (stereo not given),129.0,-3.7,2.0,0.1,-3.5,3.0,105.7,97.3,-4.2
CCCN(CC(=O)Nc1ccccc1C)C(=O)COc1c(Cl)cccc1Cl,101.6,-0.8,2.0,1.0,-0.2,3.0,105.2,104.0,0.7
CC(CCc1ccccc1)NC(=O)COC(=O)c1cccnc1Cl (stereo not given),89.6,4.8,0.0,nt,nt,0.7,113.7,101.2,nt
CN(C)c1cccc2c(/C=N/O)ccc(N(C)C)c12,101.1,11.6,0.0,-0.3,2.5,-2.7,93.5,97.2,0.5
O=C(COC(=O)CCC1CCCC1)Nc1ccc(F)cc1,121.5,8.1,0.0,nt,3.9,-0.5,104.1,108.6,4.4
CCCC(CCC)C(=O)O,84.8&91.5,2.7&17.2,6.0&0.0,1.5,3.8&-0.9,-0.2&5.5,87.5&100.3,87.0&89.5,1.1&-5.4
O=C(Nc1ccccc1)c1cc([N+](=O)[O-])ccc1NCc1cccnc1,83.5,-6.0,3.0,0.9,2.7,8.9,107.4,106.2,2.4
O=C(COC(=O)c1cc[n+]([O-])cc1)Nc1ccc(SC(F)F)cc1,94.3,0.0,9.0,2.0,-3.5,-4.6,106.2,102.9,0.8
COC(=O)CCCC(=O)N1CCC(n2nccc2NC(=O)CCOc2ccccc2)CC1,69.1,-17.1,1.0,0.4,7.6,-4.7,104.0,107.6,8.6
Cc1cc(C)c(S(=O)(=O)Nc2ccnc(-c3cccnc3)n2)c(C)c1,96.1,-2.2,0.0,-0.1,-1.8,0.4,102.2,104.8,0.1
Cc1cc(C(=O)NNC(=S)NCc2ccco2)nn1C,103.2,21.4,0.0,-2.4,-4.2,7.8,99.7,96.2,-5.3
Cc1ccc(CNc2nc(N)c([N+](=O)[O-])c(Nc3cccc(F)c3)n2)cc1,95.1,-2.9,3.0,0.6,-0.4,-0.6,105.4,104.1,5.2

# Looked up above:
# Value of CCCC(CCC)C(=O)O in GLD-1 TGE inh: -0.2&5.5
# Value of CN(C)c1cccc2c(/C=N/O)ccc(N(C)C)c12 in Bcl-xL primary: 0.5

# Additional records follow:
SMILES,Yeast superoxide,VLA-4 inh,GRK2 inh,MEX-5 binding,MCL1-BIM inh,GLD-1 TGE inh,CIT2 TOR yeast,AGP1 TOR yeast,Bcl-xL primary
O=C(CSc1nnc(CNc2ccc(F)cc2)o1)N1CCCc2ccccc21,103.3,4.4,0.0,1.8,1.2,-10.2,92.1,94.7,1.0
O=C(COC(=O)c1cc(S(=O)(=O)N2CCOCC2)ccc1F)Nc1ccc(Cl)cn1,99.7,-6.2,7.0,nt,-12.3,8.2,103.5,106.3,-1.3
Nc1nc(SCc2nc3scc(-c4ccccc4)c3c(=O)[nH]2)n[nH]1,96.1,-11.0,1.0,-10.6,-0.4,1.0,104.4,106.0,-2.3
CCOC(=O)c1c(-c2ccccc2)oc2ccc(O)c(CN3CCOCC3)c12,111.9,8.8,1.0,0.0,9.1,6.8,87.3,93.7,8.7
N#C/C(=N\Nc1c(Cl)cccc1Cl)C(=O)NN,94.2,-0.8,5.0,-0.6,0.5,-5.2,94.4,89.9,1.7
Cc1ccc(NC(=O)c2ccc(NCCCN3CCC(C)CC3)c([N+](=O)[O-])c2)c(C)c1,107.8,19.9,0.0,-0.4,-1.0,-2.8,111.3,94.7,1.9
COc1cc(NC(=O)COc2cc(C)cc3oc(=O)c(C)c(C)c23)cc(OC)c1OC,87.4,-4.9,0.0,0.9,-5.2,-0.5,104.5,98.8,3.0
O=[n+]1c2c(n([O-])c3c1CCC3)CCCC2,98.7,28.9,3.0,-8.3,7.2,5.3,99.2,98.2,0.2
CCCc1c(C)nc2ccccc2c1SCCC#N,106.1,3.4,3.0,1.6,5.7,-3.9,107.2,99.2,3.3
O=C(/C=C/c1ccco1)N(Cc1ccccc1)C1CCS(=O)(=O)C1 (stereo not given),96.1,-6.4,0.0,-2.7,3.1,8.7,105.3,109.4,7.1
Cc1cc(=O)n2[nH]c(C)cc2n1,111.4,6.1,1.0,0.2,0.3,-8.2,90.8,92.7,3.9
S=C1NC(c2cccs2)=CC(c2ccc(Br)cc2)N1 (stereo not given),132.6,13.8,0.0,-1.1,-31.4,-6.5,98.2,97.0,-18.1
O=C(COC(=O)C1CC(=O)N(Cc2ccccc2)C1)c1ccc(Br)cc1 (stereo not given),98.1,-12.3,3.0,-1.0,-1.2,3.9,110.8,111.8,1.1
CN(C)C(=O)N1CCC(C(=O)NCc2ccccc2Cl)CC1,92.8,-18.6,0.0,1.7,2.8,0.3,106.0,103.6,-2.8
CC1CCCCN1S(=O)(=O)c1ccc(N(C(=O)c2cnccn2)C(C(=O)NC2CCCC2)c2cccs2)cc1 (stereo not given),95.7,44.5,1.0,2.3,-0.6,2.9,97.1,99.3,1.5
CCn1c(SCC(=O)N/N=C/C=C\c2ccco2)nc2ccccc21,94.2,3.4,3.0,0.9,48.1*,-1.6,102.1,95.0,15.4
CCN1CCN(CC(=O)Nc2ccc(C(C)=O)cc2)CC1,108.4,-4.9,0.0,0.3,13.7,-2.3,106.2,95.5,7.8
O=C(O)c1ccccc1C(=O)c1ccc2c(c1)N(Cc1ccc(Cl)c(Cl)c1)C(=O)CO2,99.6,12.4,2.0,-3.7,2.4,-4.8,95.8,100.7,1.3
CC(=O)c1ccc(OC(C)C)c(CC(C(N)=O)C(N)=O)c1,98.1,8.5,4.0,1.4,2.7,-1.4,99.6,90.7,0.2
CC1CC(C)CN(C(=O)CSCC(=O)Nc2nc(-c3cccs3)cs2)C1 (stereo not given),90.1,-13.1,0.0,-5.3,15.3,2.8,99.4,82.5,10.1
O=C1c2ccccc2C(=O)N1CCC1=CCCCC1,114.3,-7.8,1.0,-1.0,-3.1,-0.6,98.1,102.1,-3.2
CN(C)c1ccc(C(=O)C(=O)c2ccccc2)cc1,96.7,1.3,0.0,-0.6,17.5,5.8,98.5,88.8,10.3
Cc1csc(SCC(=O)NC(=O)NCc2ccccc2)n1,146.9,3.3,3.0,-2.7,-4.3,-0.4,93.3,103.6,-0.1
O=[N+]([O-])c1ccc(Sc2n[nH]c(-c3ccc(Cl)cc3Cl)n2)nc1,102.8,9.4,0.0,-2.9,9.0,-6.9,95.6,98.7,11.1
NC(=S)N/N=C/c1ccc(Br)o1,85.9,-7.9,7.0,-1.4,6.2,4.5,92.9,90.9,4.5
O=C(CN1C2=NCCN2c2ccccc21)c1ccc(Br)cc1,83.4,-26.9,1.0,0.4,4.4,-2.9,110.0,100.6,6.9
Cc1ccc(N/C=C/C(=O)c2sc(-c3ccccc3)nc2C)cc1,115.3,34.2,0.0,-37.6*,-35.2,9.3,88.2,96.8,-24.0
O=C(CSc1nnc(NC(=O)c2c(F)cccc2F)s1)Nc1ccccc1F,113.0,10.1,4.0,-1.9,-1.1,-9.5,99.4,103.6,0.6
COc1ccc(C2CC(c3cccc(OC)c3OC)n3nnnc3N2)cc1 (stereo not given),97.5,4.9,3.0,-0.1,-2.8,3.9,106.5,111.2,-4.2
COC(=O)C1(S(=O)(=O)c2ccc(C)cc2)CCOCC1,98.8,6.8,3.0,5.5,-4.0,0.2,105.3,106.5,4.8
O=C(COc1ccc(Cl)cc1)c1ccc(O)cc1O,92.0,4.4,1.0,nt,-1.8,-1.6,87.6,87.3,3.4
O=C(COC(=O)/C=C/c1ccc(F)cc1)NCc1cccs1,99.0,10.7,1.0,nt,-1.5,0.6,90.5,86.2,-0.5
CC(=O)c1cc2c(cc1NC(=O)CCNC(=O)c1ccccc1Cl)OCO2,92.8,-4.3,2.0,-0.6,0.0,-0.2,98.3,93.2,-1.6
O=C(C1CCC(CNS(=O)(=O)c2cccs2)CC1)N1CCN(c2ccc(Cl)cc2)CC1 (stereo not given),115.9,2.1,0.0,3.5,1.3,4.9,109.2,102.7,3.2
O=C(Cn1c(=O)n(Cc2ccccc2)c(=O)c2cc(Cl)ccc21)NCC1CCCO1 (stereo not given),95.4,10.6,0.0,-3.8,-3.3,-5.1,92.4,93.2,-3.5
NC(=O)CC(c1ccccc1)c1ccco1 (stereo not given),111.5,11.7,4.0,-2.6,-3.3,5.8,90.2,100.9,2.6
O=C(Nc1ccc(Cl)c(S(=O)(=O)N2CCOCC2)c1)C1CCCC1,90.9,-2.3,0.0,nt,nt,5.3,105.6,103.3,nt
CCC/C(O)=C1\C(=O)CCCC1=NC(C)C(=O)O (stereo not given),109.7,-13.5,2.0,1.4,-0.6,9.0,87.0,89.2,2.6
O=C(c1cnc2n(c1=O)CCS2)N(c1ccccc1)C1CCCCC1,89.5,-0.8,0.0,-1.7,1.4,8.0,109.9,109.1,0.6
COc1cc(CNCCO)ccc1OCCc1ccccc1,95.8,14.1,0.0,2.2,10.0,-3.8,104.3,105.2,2.2
COc1ccc2cc(C3CC(c4cccs4)=NN3C(C)=O)c(Cl)nc2c1 (stereo not given),86.7,-0.5,1.0,0.1,1.4,-8.2,95.9,112.3,1.5
CCCCn1c(SCC(=O)NNC(=O)c2ccccc2)n[nH]c1=O,103.1,9.6,3.0,nt,nt,1.7,103.3,103.9,nt
O/N=C\c1ccc2noc(-c3ccc(Cl)cc3)c2c1,99.0,26.5,0.0,2.2,-2.0,-6.9,109.5,100.3,2.2
